# CHRM5 antagonist – antagonists of human muscarinic M5 receptor (CHRM5); P08912; CHO-hM5 cells, Fluo-8 calcium fluorescence, ACh EC80; inhibition, % at 3 µM; hit rate 0.59% among 360,000;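 active = inhibition above a per-plate cutoff, the mean of that plate's test compounds plus 3 SD, cut at about 27% in these data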;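 also: 0% = acetylcholine EC80 with DMSO and 100% = DMSO without agonist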
# M4 antag – CHRM4 antagonism in calcium assay. P08173. CHO-hM4 cells, ACh EC80, Fluo-8 calcium fluorescence. inhibition, % at 3 µM. hit rate 0.73% among 360,000. AID 624125;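 active = inhibition above its plate's cutoff, the mean inhibition of sample wells plus 3 SD, cut at about 27% in these data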;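 also: 0% = acetylcholine EC80 with DMSO and 100% = DMSO without agonist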
# Target sequence (P08173 whole entry, looked up): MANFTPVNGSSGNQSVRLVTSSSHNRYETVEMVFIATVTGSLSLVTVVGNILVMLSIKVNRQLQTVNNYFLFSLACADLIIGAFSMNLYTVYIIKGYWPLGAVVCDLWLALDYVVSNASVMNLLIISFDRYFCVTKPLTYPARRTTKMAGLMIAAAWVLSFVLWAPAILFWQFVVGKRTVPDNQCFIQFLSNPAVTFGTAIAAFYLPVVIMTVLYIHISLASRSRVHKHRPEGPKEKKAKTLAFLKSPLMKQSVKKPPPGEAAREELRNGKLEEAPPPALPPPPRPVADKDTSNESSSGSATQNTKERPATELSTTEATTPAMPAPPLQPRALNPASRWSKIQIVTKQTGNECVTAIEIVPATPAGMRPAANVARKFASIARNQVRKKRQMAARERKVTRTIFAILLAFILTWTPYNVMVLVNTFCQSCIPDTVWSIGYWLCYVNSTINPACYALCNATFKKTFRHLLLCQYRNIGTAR
# CHRM4 agonist – CHRM4 agonism in calcium assay; hit rate 0.14% among 360,000; activation, % at 3 µM; CHO-K1 hM4/Gqi5, Fluo-8 calcium fluorescence; vehicle 0%, full acetylcholine response 100%; P08173; AID 624127;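 active = activation above the run mean over all test wells plus 3 SD, cut at about 32% in these data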;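 also: peak over basal fluorescence ratio per well then scaled between controls; 0% = DMSO wells and 100% = acetylcholine at EC100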
# M1 PAM parental – counter-screen for M1 PAMs: effect in parental CHO-K1 cells; ATP EC20, Fluo-8 calcium fluorescence; 0% at ATP EC20, 100% at ATP max; activation, % at 3 µM; hit rate 0.02% among 360,000;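 active = activation above the run cutoff, the mean activation of all test compounds plus 3 SD, cut at about 40% in these data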;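 also: peak over basal fluorescence ratio in a 140 s read after ATP addition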
# M5 PAM – positive allosteric modulators of human muscarinic M5 receptor; AID 624038; P08912; CHO-K1 hM5, Fluo-8 calcium, ACh EC20 PAM; 0% = ACh EC20, 100% = ACh EC100; hit rate 0.3% among 360,000; activation, % at 3 µM;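 active = activation above the run cutoff, the mean activation of all test compounds plus 3 SD, cut at about 18% in these data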
#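 System: CHO-K1 hM5 cells. Reagent: acetylcholine, EC20 level. Compound dosing: single dose, 3 µM nominal final test concentration. Timing: Post-acetylcholine fluorescence recording 140 s. Detection: Fluo-8 calcium fluorescence. Read-out: % activation, ACh-normalized. Benchmarks: ACh EC20 and EC100 wells. Repeats: singlicate, one well per test compound.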
# CHO-K1 Ca antag – M1 antagonist counterscreen hit in parental CHO-K1 cells; ATP-induced calcium, Fluo-8 fluorescence; inhibition, % at 3 µM; hit rate 0.6% among 360,000; AID 602250;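 active = inhibition above a per-plate cutoff, the plate's mean sample inhibition plus 3 SD, cut at about 24% in these data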;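 also: 0% = DMSO plus EC80 ATP and 100% = DMSO alone without ATP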
# M1 ag parental – M1 agonist counterscreen hit in parental CHO-K1 cells; Fluo-8 calcium fluorescence; scaled to maximal ATP response, vehicle zero; activation, % at 3 µM; hit rate 0.48% among 360,000; AID 602248; in the data active = activation above about 15%;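 also: untransfected CHO-K1 host cells lacking M1 receptor as counterscreen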
# M4 PAM – potentiates acetylcholine response at human M4 receptor. P08173. CHO-K1 hM4/Gqi5, Fluo-8 calcium fluorescence, ACh EC20; 0% = ACh EC20, 100% = maximal ACh. activation, % at 3 µM. hit rate 0.4% among 360,000. AID 624126;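 active = activation above its plate's cutoff, the mean activation of sample wells plus 3 SD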; also: some results filed as inactive read as strong as hits
# CHRM5 agonist – agonists of human muscarinic M5 receptor (CHRM5) | P08912 | CHO-K1 hM5 cells, Fluo-8 calcium fluorescence; 0% DMSO wells, 100% maximal acetylcholine response | activation, % at 3 µM | hit rate 0.19% among 360,000 | AID 624037;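 active = activation above the run's mean over test compounds plus 3 SD, cut at about 23% in these data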;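 also: signal is peak over basal fluorescence ratio across the kinetic read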
# An asterisk follows results filed as active.
nr | structure | M1 ag parental | CHRM5 antagonist | M4 antag | CHRM5 agonist | CHRM4 agonist
1 | CN(C)S(=O)(=O)c1cccc(NC(=S)N/N=C/c2ccc(O)c(O)c2O)c1 | 0.1 | -2.4 | 5.4 | 3.1 | 0.2
2 | COc1cc(/C=N/NC(=O)c2ccncc2)ccc1Oc1ccc([N+](=O)[O-])cn1 | 0.8 | -14.4 | -3.2 | 3.2 | 1.4
3 | COc1ccc(CCNC(=O)CCS(=O)(=O)c2ccc3c(c2)CCN3C(C)=O)cc1OC | 0.0 | 1.0 | 7.0 | -3.4 | 0.0
4 | CCOc1ccc(N(C)S(=O)(=O)c2csc(C(N)=O)c2)cc1 | 7.3 | 11.6 | -2.4 | -2.4 | 2.0
5 | COc1ccc(C2C(C#N)=C(N)Oc3c2oc(CO)cc3=O)cc1 (configuration not stated) | 0.6 | 4.5 | 4.5 | 2.0 | 0.8
6 | C=CCN1C(=O)C(C)S/C1=N\S(=O)(=O)c1ccc(Cl)cc1 (configuration not stated) | 0.9 | -7.4 | -7.5 | -2.1 | 1.2
7 | N#C/C(=C\c1cn(-c2ccccc2)nc1-c1cc2ccccc2o1)c1nc2ccccc2[nH]1 | 0.1 | 9.9 | 12.7 | -0.8 | 2.2
8 | Cn1c(=O)c2cc(NC(=O)Cc3cccc4ccccc34)ccc2n1-c1ccccc1 | 0.5 | 0.1 | -12.2 | 0.5 | 0.4
9 | Cc1ccc(S(=O)(=O)O/N=C2/CCCc3occc32)cc1 | 0.3 | -3.2 | -0.6 | -1.6 | 0.2
10 | CN(C)c1ccc(/C=N\S(=O)(=O)c2ccccc2)cc1 | 0.4 | 0.5 | 8.3 | 0.6 | 0.1

nr | M4 PAM | M5 PAM | M1 PAM parental | CHO-K1 Ca antag
1 | 8.9 | 2.3 | 0.2 | -6.7
2 | -1.2 | 18.5* | 15.3 | -13.1
3 | -2.3 | -3.7 | 9.9 | 4.4
4 | 0.7 | -6.8 | 0.4 | 0.1
5 | 0.7 | 2.3 | 3.6 | -1.7
6 | 5.4 | 4.1 | 18.6 | -3.5
7 | -7.3 | -7.6 | -2.3 | 3.6
8 | -1.5 | -4.1 | -4.3 | 0.8
9 | 3.6 | 4.0 | 6.2 | -9.0
10 | -5.1 | 0.8 | 9.5 | -8.9

# Among those listed so far, these contain a furan ring, fused or not:
nr | structure | M1 ag parental | CHRM5 antagonist | M4 antag | CHRM5 agonist | CHRM4 agonist
7 | N#C/C(=C\c1cn(-c2ccccc2)nc1-c1cc2ccccc2o1)c1nc2ccccc2[nH]1 | 0.1 | 9.9 | 12.7 | -0.8 | 2.2
9 | Cc1ccc(S(=O)(=O)O/N=C2/CCCc3occc32)cc1 | 0.3 | -3.2 | -0.6 | -1.6 | 0.2

nr | M4 PAM | M5 PAM | M1 PAM parental | CHO-K1 Ca antag
7 | -7.3 | -7.6 | -2.3 | 3.6
9 | 3.6 | 4.0 | 6.2 | -9.0

# Remaining list, next part:
nr | structure | M1 ag parental | CHRM5 antagonist | M4 antag | CHRM5 agonist | CHRM4 agonist
11 | CN(C)S(=O)(=O)c1ccc(C(=O)N2CCN=C2SCc2ccccc2)cc1 | 0.0 | -3.9 | -7.5 | -1.7 | 1.2
12 | Cc1onc(-c2c(Cl)cccc2Cl)c1NC(=O)NNc1ccccc1 | -0.2 | 7.8 | 4.5 | -4.6 | 2.9
13 | CC(C)c1cc(C(F)(F)F)n2nc(C(=O)O)cc2n1 | 0.0 | -1.2 | 0.7 | 1.1 | 0.6
14 | O=C(c1ccco1)N1CCN(c2ncnc3scc(-c4ccc(F)cc4)c23)CC1 | 0.3 | 12.6 | 2.2 | -6.4 | 1.2
15 | COc1ccc(/C=N/NC(=O)c2ccc3nc[nH]c3c2)c(OC)c1 | 1.3 | -6.9 | -9.3 | -0.4 | 5.3
16 | C=CCn1c(SCC(=O)c2ccccc2)nnc1-c1ccc2c(c1)OCO2 | 0.6 | -3.3 | 11.0 | 0.1 | 2.9
17 | CC1CCN(CC(=O)Nc2ccc(S(=O)(=O)NC3CC3)cc2)CC1 | 0.0 | 4.2 | 25.6 | -19.4 | 0.0
18 | COc1ccc(C(=O)NC(=S)Nc2ccc(S(=O)(=O)Nc3cc(OC)nc(OC)n3)cc2)cc1 | -0.7 | 1.4 | 2.9 | -5.0 | 0.1
19 | O=C(CN1CCN(c2ccc(F)cc2)CC1)Nc1nnc(-c2ccccc2)s1 | -0.1 | -1.7 | -14.1 | -3.0 | 2.2
20 | CC(OC(=O)Cc1ccccc1[N+](=O)[O-])C(=O)Nc1ccc(Cl)cn1 (configuration not stated) | -0.4 | 11.7 | -4.4 | -1.3 | 1.0

nr | M4 PAM | M5 PAM | M1 PAM parental | CHO-K1 Ca antag
11 | -1.1 | -1.9 | 4.4 | -6.7
12 | 13.8 | -3.4 | -15.6 | 7.9
13 | 1.5 | -2.7 | 5.3 | -22.8
14 | -3.9 | -5.4 | 1.8 | 22.5
15 | -6.2 | 4.5 | 5.5 | -9.7
16 | -4.1 | 3.3 | -7.7 | 8.8
17 | -30.2 | -3.7 | -0.9 | -3.9
18 | 3.3 | -1.6 | -12.2 | -4.9
19 | 5.5 | 3.8 | 0.9 | -2.9
20 | 2.2 | -8.0 | 5.9 | 5.7

# Next section:
nr | structure | M1 ag parental | CHRM5 antagonist | M4 antag | CHRM5 agonist | CHRM4 agonist
21 | CCCCOn1c(C)c(C(=O)OCC)c2c3no[n+]([O-])c3ccc21 | 0.3 | 0.4 | -4.4 | 0.3 | -0.6
22 | CC(C)CNC(=O)c1cnn2c(C(F)(F)F)cc(C(F)(F)F)nc12 | 1.1 | 3.5 | 2.7 | -0.5 | -0.3
23 | NNC(=O)CSCc1ccc(Cl)cc1Cl | 1.4 | 0.2 | -5.8 | 1.0 | 2.9
24 | CCOc1ccccc1C1NC(=O)NC(C)=C1C(=O)OCc1ccccc1 (configuration not stated) | 1.1 | -7.4 | -6.7 | -0.1 | 2.9
25 | COc1ccc(CNC(=O)CCC(=O)N2CCN(C(C)=O)CC2)cc1 | 0.1 | 6.7 | 6.6 | -1.8 | 2.5
26 | O=c1sc2ccccc2c(N2CCOCC2)c1[N+](=O)[O-] | -0.3 | -0.4 | 0.6 | 2.2 | 0.4

nr | M4 PAM | M5 PAM | M1 PAM parental | CHO-K1 Ca antag
21 | -3.0 | 5.0 | 19.7 | -23.0
22 | -1.1 | -2.7 | 13.0 | -14.0
23 | 10.7 | 0.4 | -4.8 | 4.4
24 | -3.8 | 3.5 | -1.9 | -1.3
25 | -0.8 | -3.5 | 13.1 | -7.9
26 | 1.5 | 1.3 | -7.8 | -5.0

# In the list so far, eight have a halogen:
nr | structure | M1 ag parental | CHRM5 antagonist | M4 antag | CHRM5 agonist | CHRM4 agonist
6 | C=CCN1C(=O)C(C)S/C1=N\S(=O)(=O)c1ccc(Cl)cc1 (configuration not stated) | 0.9 | -7.4 | -7.5 | -2.1 | 1.2
12 | Cc1onc(-c2c(Cl)cccc2Cl)c1NC(=O)NNc1ccccc1 | -0.2 | 7.8 | 4.5 | -4.6 | 2.9
13 | CC(C)c1cc(C(F)(F)F)n2nc(C(=O)O)cc2n1 | 0.0 | -1.2 | 0.7 | 1.1 | 0.6
14 | O=C(c1ccco1)N1CCN(c2ncnc3scc(-c4ccc(F)cc4)c23)CC1 | 0.3 | 12.6 | 2.2 | -6.4 | 1.2
19 | O=C(CN1CCN(c2ccc(F)cc2)CC1)Nc1nnc(-c2ccccc2)s1 | -0.1 | -1.7 | -14.1 | -3.0 | 2.2
20 | CC(OC(=O)Cc1ccccc1[N+](=O)[O-])C(=O)Nc1ccc(Cl)cn1 (configuration not stated) | -0.4 | 11.7 | -4.4 | -1.3 | 1.0
22 | CC(C)CNC(=O)c1cnn2c(C(F)(F)F)cc(C(F)(F)F)nc12 | 1.1 | 3.5 | 2.7 | -0.5 | -0.3
23 | NNC(=O)CSCc1ccc(Cl)cc1Cl | 1.4 | 0.2 | -5.8 | 1.0 | 2.9

nr | M4 PAM | M5 PAM | M1 PAM parental | CHO-K1 Ca antag
6 | 5.4 | 4.1 | 18.6 | -3.5
12 | 13.8 | -3.4 | -15.6 | 7.9
13 | 1.5 | -2.7 | 5.3 | -22.8
14 | -3.9 | -5.4 | 1.8 | 22.5
19 | 5.5 | 3.8 | 0.9 | -2.9
20 | 2.2 | -8.0 | 5.9 | 5.7
22 | -1.1 | -2.7 | 13.0 | -14.0
23 | 10.7 | 0.4 | -4.8 | 4.4

# Compound activity as filed in PubChem BioAssay.
